Tn7 DDE FP – inhibitors of Tn7 peptide binding to fibrin DD(E), primary screen, biochemical, fluorescence polarization, human fibrin, Tn7 probe. FP displacement of FITC-Tn7 peptide from fibrin DD(E); 0% = median of compound wells per plate. inhibition, % at 8.3 µM. 370,000 tested, 0.13% active;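 active = inhibition above the mean of compounds falling within the control limits plus 3 SD of them, cut at about 14% in these data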;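 note: 0% = plate median of compound wells and 100% = 10 µM Aha-Tn7 peptide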
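Assay system: human fibrin DD(E). Input: DD(E) 2 µM final. Medium: Tris buffer with calcium and detergent, pH 7.8. Compound dosing: single point at 8.3 µM. Timing: 10 min plus 3 h, room temperature. Technique: fluorescence polarization of the labelled Tn7 tracer. Read-out: percent inhibition. Replicates: singlicate testing.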
ADAM10 inh – human ADAM10 inhibitors, primary screen, biochemical, QFRET, HTS; recombinant ADAM10, EDANS/DABCYL FRET peptide cleavage, 3 h; 370,000 tested, 0.62% active; inhibition, % at 7 µM;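 active = inhibition above a per-campaign cutoff equal to the mean of compounds falling between control-based bounds plus 3 SD, cut at about 20% in these data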;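 note: 0% = DMSO wells while the 100% control is not disclosed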
ADAM17 inh – ADAM17 inhibitors, primary screen, biochemical, QFRET. Disintegrin and metalloproteinase domain-containing protein 17 (Homo sapiens), P78536. recombinant ADAM17, EDANS/DABCYL FRET peptide cleavage. inhibition, % at 6.95 µM. 370,000 tested, 0.83% active. AID 720648, 2013;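 active = inhibition above the mean of compounds lying between control limits plus 3 SD, set per campaign, cut at about 8.5% in these data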;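 note: 0% = DMSO-only wells as the low control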
Target sequence (P78536 215-824 limits assumed): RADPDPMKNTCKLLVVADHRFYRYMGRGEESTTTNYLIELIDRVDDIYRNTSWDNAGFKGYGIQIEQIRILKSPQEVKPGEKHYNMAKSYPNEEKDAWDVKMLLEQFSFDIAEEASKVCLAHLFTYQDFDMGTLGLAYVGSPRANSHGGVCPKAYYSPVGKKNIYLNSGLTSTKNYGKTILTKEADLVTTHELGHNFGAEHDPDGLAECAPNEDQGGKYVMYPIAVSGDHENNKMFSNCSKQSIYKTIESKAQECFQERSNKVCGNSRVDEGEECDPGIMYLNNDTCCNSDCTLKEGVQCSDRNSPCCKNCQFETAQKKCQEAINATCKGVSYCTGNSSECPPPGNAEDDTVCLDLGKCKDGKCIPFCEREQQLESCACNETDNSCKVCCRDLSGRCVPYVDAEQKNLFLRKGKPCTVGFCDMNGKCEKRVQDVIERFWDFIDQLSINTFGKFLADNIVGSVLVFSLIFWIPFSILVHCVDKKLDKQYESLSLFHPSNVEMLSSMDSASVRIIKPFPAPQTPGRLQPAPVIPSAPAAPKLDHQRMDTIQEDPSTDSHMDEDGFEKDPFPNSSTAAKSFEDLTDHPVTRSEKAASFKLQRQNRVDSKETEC
ARFGAP1 inh – inhibitors of rat ARFGAP1 GAP activity, primary screen, biochemical, fluorescence polarization, GDP tracer; ADP-ribosylation factor GTPase-activating protein 1 (Rattus norvegicus), Q62848; Arfgap1-stimulated ARF1 GTP hydrolysis, GDP FP detection; inhibition, % at 16.5 µM; 360,000 tested, 0.26% active;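 active = inhibition above a per-plate limit, mean inhibition of low control wells plus 3 SD, cut at about 25% in these data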;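 note: 0% = DMSO wells with enzyme and 100% = wells lacking Arfgap1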
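Replicates: Single well per compound | Assay system: Truncated rat Arfgap1 GAP domain | Control set: No-Arfgap1 wells (100%) versus DMSO full-reaction wells (0%) | Times: Enzyme reaction 120 min at 25 °C after 20 min preincubation | Reagent: Human ARF1(Δ1-17)-GTP substrate | Measured by: Tracer-displacement fluorescence polarization with EDTA stop, 620/688 nm | Measure: Percent inhibition of Arfgap1-stimulated GTP hydrolysis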
TDP2 absorb – human TDP2 enzyme inhibitors, primary screen, biochemical, epi absorbance, recombinant enzyme | Tyrosyl-DNA phosphodiesterase 2 (Homo sapiens), O95551 | T5PNP hydrolysis, p-nitrophenol absorbance 415 nm | inhibition, % at 12.8 µM | 370,000 tested, 0.34% active;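 active = inhibition above the mean of all tested compounds plus 3 SD, set per campaign, cut at about 25% in these data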;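 note: 0% = DMSO with enzyme and 100% = buffer with substrate but no TDP2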
Target sequence (O95551 whole entry, looked up): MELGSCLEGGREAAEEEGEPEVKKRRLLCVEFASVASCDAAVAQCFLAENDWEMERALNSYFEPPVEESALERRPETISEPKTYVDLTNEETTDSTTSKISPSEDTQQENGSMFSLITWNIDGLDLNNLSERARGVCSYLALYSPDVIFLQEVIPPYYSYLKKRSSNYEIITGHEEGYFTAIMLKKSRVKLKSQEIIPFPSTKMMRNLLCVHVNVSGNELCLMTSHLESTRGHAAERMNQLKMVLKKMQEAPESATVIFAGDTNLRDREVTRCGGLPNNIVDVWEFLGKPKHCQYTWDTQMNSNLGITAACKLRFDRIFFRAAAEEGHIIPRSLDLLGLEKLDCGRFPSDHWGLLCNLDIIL
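System – recombinant human TDP2 · Amount – 120 nM TDP2 per well · Buffer or medium – Mg2+-containing Tris-HCl buffer, pH 7.5 · Reagent – T5PNP substrate, 5 mM · Dosing – 12.8 µM single point, 1% DMSO · Incubation – 2 h at 37 °C · Measured by – epi absorbance · Read-out basis – percent inhibition · Benchmarks – high control without enzyme, low control DMSO plus TDP2 · Repeats – singlicate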
ASAP1 GAP inh – inhibitors of human ASAP1 ArfGAP activity, primary screen, biochemical, fluorescence polarization. 360,000 tested, 0.19% active. Arf-GAP with SH3 domain, ANK repeat and PH domain-containing protein 1 (Homo sapiens), …. ASAP1-stimulated ARF1 GTP hydrolysis, GDP FP detection. inhibition, % at 16.5 µM; in the data active = inhibition above about 25%;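 note: 0% = vehicle with enzyme and substrate and 100% = no enzyme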
SIAE inh – human SIAE inhibitors, primary screen, biochemical, fluorescence polarization, FP-Rh probe, 1536-well HTS; Sialate O-acetylesterase (Homo sapiens), Q9HAT2; SIAE FP-Rh probe binding; inhibition, % at 9.66 µM; 370,000 tested, 0.69% active; AID 1053197, 2014;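 active = inhibition above a cutoff: mean of compounds within the control limits plus 3 SD of those, cut at about 17% in these data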;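 note: 0% = plate median of compound wells and 100% = probe without SIAE protein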
Tn6 DDE FP – inhibitors of Tn6 peptide binding to fibrin DD(E), primary screen, biochemical, fluorescence polarization, human fibrin, Tn6 probe; AID 720509, 2013; Fibrin DD(E) TRITC-Tn6 fluorescence polarization displacement; inhibition, % at 8.3 µM; 370,000 tested, 0.21% active; Fibrinogen beta chain (Homo sapiens), P02675;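 active = inhibition above a per-campaign cutoff: mean of compounds within control limits plus 3 SD, cut at about 15% in these data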;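 note: 0% = median of all compound wells on the plate and 100% = blocking peptide control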
PLC-beta3 inh – human PLC-beta3 inhibitors, primary screen, biochemical, fluorescence | AID 720704, 2013 | Purified PLC-beta3, fluorogenic substrate | inhibition, % at 12.2 µM | 1-phosphatidylinositol 4,5-bisphosphate phosphodiesterase beta-3 (Homo sapiens), Q01970 | 370,000 tested, 0.18% active; in the data active = inhibition above about 11%;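 note: 0% = median of compound wells on plate and 100% = full blocker control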
PLC-gamma1 inh – PLC-gamma1 enzyme inhibitors, primary screen, biochemical, fluorescence, purified enzyme; fluorogenic substrate; inhibition, % at 12.2 µM; 370,000 tested, 0.84% active; AID 720700, 2013; in the data active = inhibition above about 9.5%
Starred values were filed as active, the others as inactive; i = inactive; nt = no result given.

Tn7 DDE FP	ADAM10 inh	ADAM17 inh	ARFGAP1 inh	TDP2 absorb	ASAP1 GAP inh	SIAE inh	Tn6 DDE FP	PLC-beta3 inh	PLC-gamma1 inh	SMILES
-2	-10	-7	5	3	11	-14	2	-113	-66	COc1ccc(-n2nc(C(=O)NCC(=O)NCCCN3CCCCCC3)c3ccccc3c2=O)cc1Cl
1	0	0	-5	-3	2	3	-2	-5	0	Cn1cnc(S(=O)(=O)Nc2ccccc2N2CCOCC2)c1
-1	1	-1	-6	20	6	7	4	-1	1	COc1ccc(/C=C/C(=O)O)cc1S(=O)(=O)Nc1ccc2c(c1)OCO2
-1	5	-2	-2	2	4	1	4	-5	-1	O=C(COC(=O)c1ccc2c(c1)S(=O)(=O)c1ccccc1C2=O)NC1CC1
4	10	4	5	-8	-7	-2	-1	1	-4	CNc1ccc(C(O)(C(F)(F)F)C(F)(F)F)cc1C(O)(C(F)(F)F)C(F)(F)F
-18	-36	-2	0	-3	3	2	4	-92	-77	O=C(NCc1ccc2[nH]c3c(c2c1)CCCC3)c1ccc(S(=O)(=O)N2CCCCC2)cc1
-3	-3	4	-5	-2	9	0	0	5	1	CCC(C)NS(=O)(=O)c1ccc(NC(=O)c2c(-c3ccccc3)noc2C)cc1 (configuration not stated)
1	-1	3	5	-1	1	2	-4	-3	3	O=C(N1CCOCC1)N1CCN(S(=O)(=O)c2cccc([N+](=O)[O-])c2)CC1
2	-11	-5	0	-2	2	5	8	-10	3	O=C(c1ccc(Br)cc1)N(Cc1ccco1)C1CCS(=O)(=O)C1 (configuration not stated)
-3	-6	-4	-2	12	-3	2	12	-3	2	CCOc1ccc(C(=O)N2CCn3c2nc2ccccc23)cc1
-3	-203	-62	2	1	0	-3	-2	-27	-21	C=CCn1cc(-c2ccc(Cl)cc2)cc(C#N)c1=O
3	0	1	2	-11	3	6	-1	-7	3	COc1ccc(-c2c(C(=O)c3ccccc3)[nH]c(N)c2C(=O)c2ccccc2)cc1OC
1	10	26*	-5	-12	-10	4	4	-33	-18	Oc1c(C(c2ccccn2)N2CCCCC2)cc(Cl)c2cccnc12 (configuration not stated)
6	-13	-5	12	-6	-7	-6	-2	-10	2	COc1ccccc1NC(=S)NC(C)C(c1cccs1)N1CCOCC1 (configuration not stated)
-12	-1	2	7	-6	12	-98	17*	-70	-40	O=C1/C(=C\c2cc([N+](=O)[O-])ccc2O)SC(=S)N1Cc1ccc(Cl)cc1
7	5	-2	4	15	8	2	6	-6	1	Cc1cccc(NC(=O)C2CC(O)CN2C(=O)Oc2ccccc2)c1 (configuration not stated)
1	4	5	-4	-12	-1	6	1	4	9	CCc1ccccc1N(CC)C(=O)c1cn(C)c(=O)c2cc(OC)c(OC)cc12
1	-5	-1	nt	0	nt	-4	1	-5	0	CCC(=O)OCCCN1CCC2(CCC(c3ccccc3)CC2)C1=O (configuration not stated)
-3	-17	-1	0	-3	10	10	-4	-10	-6	CCN(CC(=O)Nc1c(C(=O)OC)[nH]c2ccc(C)cc12)c1ccc2c(c1)OCO2
0	-3	0	-5	-9	15	2	0	-6	2	CN(C)S(=O)(=O)N1CCC(Oc2ccc(C(=O)NC3Cc4ccccc4C3)cc2)CC1
-12	i	-120	4	-10	-3	-4	-1	i	i	CCOC(=O)C1CCN(S(=O)(=O)c2ccc3c4c(cccc24)C(=O)N3CC)CC1
6	1	-2	4	-8	-5	-4	10	-3	-55	O=C(Cn1[nH]c(=O)c2ccccc2c1=O)Nc1cccc(S(=O)(=O)N2CCCCCC2)c1
2	6	-2	0	-12	-1	5	3	0	8	O=C(/C=C/c1c(F)cccc1Cl)Nc1nc2ccccc2[nH]1
-14	-21	-7	-6	-8	8	16	-3	-74	-49	COc1ccc(-c2csc(-c3cccs3)n2)cc1OC
-10	-12	-6	-2	-16	6	-6	0	-25	-15	O=C(CCl)N1N=C(c2cccs2)CC1c1ccco1 (configuration not stated)
-5	1	3	-12	6	-1	6	6	0	4	CC(=O)c1cccc(N(C(=O)c2csnn2)C(C(=O)NC2CCCC2)c2ccccc2)c1 (configuration not stated)
7	-12	-7	-4	3	1	6	4	-5	5	Cc1cc(CNC(=O)COC(=O)Cn2[nH]c(=O)c3ccccc3c2=O)cc(C)c1O
2	-16	0	-1	4	-5	-14	5	-16	-16	Cc1nc(Nc2ccc(S(=O)(=O)N3CCCCC3C)cc2)c2nnn(Cc3ccccc3)c2n1 (configuration not stated)
2	2	-1	18	-3	11	-5	2	1	2	Cc1cc(C(F)(F)F)nn1CC(=O)N(C)C1CCCCC1
3	-9	-6	-7	5	-6	6	2	-2	3	O=C(CCN1C(=O)c2cccc([N+](=O)[O-])c2C1=O)NC1CCCCCC1
-2	12	9.9*	5	2	2	-3	-2	-1	3	OCCOCCn1c(C2CCCN2c2nc(-c3ccc(F)cc3)cs2)nc2cc(C(F)(F)F)ccc21 (configuration not stated)
1	-12	-3	-1	4	3	-5	5	-4	-2	COC(=O)c1ccc(C)c(NS(=O)(=O)c2cn(C)nc2C)c1
0	1	-3	-5	-5	-13	-2	8	2	3	O=C(O)c1ccccc1-c1ccccc1C(=O)Nc1ccc2c(c1)CCC2
-3	7	3	6	-13	-3	3	-1	-4	5	O=C(Nc1ccc(F)cc1)C1CCCN1S(=O)(=O)c1cccc2nsnc12 (configuration not stated)
-7	7	-1	-1	7	-1	1	4	3	1	O=C(CCc1ccccc1)Nc1ccccc1C(F)(F)F
5	-5	0	-12	3	-5	3	6	-4	4	Cc1ccc2c(c1)N(S(=O)(=O)c1ccc(CN3C(=O)c4cccnc4C3=O)cc1)CCO2
-2	-17	-5	-4	3	-8	1	-9	1	1	CN1C/C(=N\S(=O)(=O)c2ccccc2)N(C)C1=O
7	-10	-3	13	0	-9	10	1	1	1	CN(C(=O)c1ccc(NC(=O)Cc2cccc(NC(=O)C3CCCN(C(=O)C4CC4)C3)c2)cc1)C1CC1 (configuration not stated)
2	-6	-4	1	-6	6	10	5	-1	-16	CCN(CC)S(=O)(=O)c1cc([N+](=O)[O-])ccc1N1CCC(C(N)=O)CC1
-2	5	0	3	-5	7	-1	-3	3	-1	CC(C)Cc1nc2ccccc2n1CCc1ccccc1
6	-72	-22	2	-1	8	7	6	-7	-5	COC(=O)C1=CC(=O)N2CCN=C2S1
3	-91	-29	17	-16	1	12	6	-53	-51	COc1ccc2oc(C(=O)NNC(=O)c3ccc(F)cc3)c(C)c2c1
-3	-5	-2	1	1	-2	-3	5	3	1	CCOC(=O)C1=NN(C(C)=O)C2(CC(=O)N(c3ccc(C)c(C)c3)C2=O)C1 (configuration not stated)
4	-12	-6	13	6	13	-3	-2	0	1	NCCCC[C@H]1CNC(=O)C(=O)N1CC1CCCCC1
0	-11	-4	-2	6	-8	6	-4	-8	-2	Cc1ccc2nc(C)cc(C(=O)N3CCCC(N4CCN(c5ccccc5C)CC4)C3)c2c1 (configuration not stated)
4	0	-3	nt	-7	nt	2	-4	-2	3	CCOc1ccccc1N/C(=N/c1nc(C)cc(C)n1)NC(=O)Nc1ccc(Cl)c(Cl)c1
0	-5	-4	1	2	6	-2	-2	0	-2	Cc1nn(C)c(C)c1C1C(C#N)=C(N)OC2=C1C(=O)CC(C)(C)C2 (configuration not stated)
-1	3	1	-3	4	9	0	2	-4	3	Cc1ccc(O)c(CNc2nc3ccccc3[nH]2)c1
-5	-3	-1	4	8	-12	7	1	-5	2	Cc1cc(C)n(S(=O)(=O)c2ccc(Cl)cc2)n1
0	-1	-4	1	-18	2	-7	-12	2	7	CCOC(=O)Cc1csc(NC(=O)c2cccc([N+](=O)[O-])c2)n1
2	-32	-12	-6	2	-4	5	-3	-2	-9	CC(Oc1ccccc1)C(=O)Nc1nc2c(s1)C(=O)CC(C)(C)C2 (configuration not stated)
-1	-5	-1	1	-1	-1	8	-4	1	1	CC1CCC(=NNC(=O)Cc2cccn2C)CC1 (configuration not stated)
9	-2	1	-7	-4	12	-2	8	2	0	C[C@@H]1CN([C@H](C)CO)C(=O)CCCn2nncc2CO[C@@H]1CN(C)S(=O)(=O)c1ccc(C#N)cc1
-3	-7	-6	-1	7	-3	-1	-7	-5	-2	CC(=O)Nc1ccc(OCc2cnc(Cl)s2)cc1
-4	-2	1	3	-9	0	1	-4	-12	-5	CC1C(=O)N2CCCc3cc(S(=O)(=O)N4CCN(c5cccc(Cl)c5)CC4)cc1c32 (configuration not stated)
-1	1	0	4	-9	13	6	-2	-26	-23	O=C(N/N=C/c1ccc(O)cc1)c1csc2ccccc12

Laid out differently: entries from further up.
| molecule | Tn7 DDE FP | ADAM10 inh | ADAM17 inh | ARFGAP1 inh | TDP2 absorb | ASAP1 GAP inh | SIAE inh | Tn6 DDE FP | PLC-beta3 inh | PLC-gamma1 inh |
| --- | --- | --- | --- | --- | --- | --- | --- | --- | --- | --- |
| CCN(CC(=O)Nc1c(C(=O)OC)[nH]c2ccc(C)cc12)c1ccc2c(c1)OCO2 | -3 | -17 | -1 | 0 | -3 | 10 | 10 | -4 | -10 | -6 |
| CN(C)S(=O)(=O)N1CCC(Oc2ccc(C(=O)NC3Cc4ccccc4C3)cc2)CC1 | 0 | -3 | 0 | -5 | -9 | 15 | 2 | 0 | -6 | 2 |
| CCOC(=O)C1CCN(S(=O)(=O)c2ccc3c4c(cccc24)C(=O)N3CC)CC1 | -12 | i | -120 | 4 | -10 | -3 | -4 | -1 | i | i |
| O=C(Cn1[nH]c(=O)c2ccccc2c1=O)Nc1cccc(S(=O)(=O)N2CCCCCC2)c1 | 6 | 1 | -2 | 4 | -8 | -5 | -4 | 10 | -3 | -55 |

Source: PubChem (The Scripps Research Institute Molecular Screening Center)

Rows were taken by chance. Share with any hit: about 3.6%.
